Compound activity as filed in PubChem.
PLAP inhibitors HTS – inhibition of human placental alkaline phosphatase – biochemical, luminescence, HTS (AID 690). purified PLAP, luminescent substrate; higher % means a stronger effect. inhibition, % at 20 µM, or IC50 in µM where a hit was titrated. 0.08% of 96,000 active; in the data active = a potency from the dose series; inactive = the rest, 99 in 100 with inhibition below about 30%; also: strong numbers were not always called active
MRP resist rev – MRP-mediated drug resistance reversal; H69AR cells + 2 uM doxorubicin, CellTiter-Glo, 72 h; differential viability (reversal), % at 10 µM; 0.04% of 85,000 active; AID 602;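 active = viability drop by adding the cancer drug above about 55%, with treated viability meeting a 40% cutoff, limit read from the data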;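 also: viability without doxorubicin minus viability with 2 µM doxorubicin for each compound; larger differential means the compound sensitizes cells more to doxorubicin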
NFkB transloc pot – enhances IL-1B driven NFkB nuclear translocation | HUVEC IL-1B NFkB p65 nuclear translocation imaging | activation, % at 2 µM | 0.3% of 94,000 active;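 active = activation above 40%, about the mean plus 3 SD, also judged a hit on visual image review; inconclusive = activation above 40% but not a hit on visual review; inactive = activation not above 40% and no visual hit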;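 also: percent activation is computed from the nuclear over cytoplasmic p65 intensity ratio; values of inactives mirror those of a sister screen read the other way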
IL1B NFkB inh – blocks IL-1B driven NFkB nuclear translocation in HUVEC cells; AID 796; inhibition, % at 2 µM; HUVEC IL-1B NFkB p65 nuclear translocation imaging; 0.43% of 94,000 active;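 active = inhibition above about 30% together with a positive call from visual inspection of the well image, limit read from the data; inconclusive = inhibition above a set limit but visual check negative; inactive = inhibition not above a set limit, visual check negative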;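 also: nuclear over cytoplasmic p65 intensity ratio measured by imaging; 0% = IL-1B stimulated DMSO wells and 100% = unstimulated DMSO wells; values of inactives mirror those of a sister screen read the other way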
Bcl-B displacement – displacers of TR3 peptide from Bcl-B, primary screen, selectivity assay for Bfl-1 inhibitor project, biochemical, fluorescence polarization. FP displacement of FITC-TR3 peptide from Bcl-B; higher % means a stronger effect. displacement, % at 20 µM; hits with a dose series show IC50 in µM. 0.11% of 96,000 active. AID 748;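 active = displacement above 50% at 20 µM plus a fluorescence interference ratio under 1.5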;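 also: plate controls were wells without compound for no effect and wells lacking Bcl-B protein for full effect; a part of the inactive calls stands beside numbers as strong as those of hits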
MRP resist rev cytotoxicity – also measured in MRP resist rev; calls as there; viability, %; H69AR cells, CellTiter-Glo, 72 h; measured here: cytotoxicity without doxorubicin
MRP resist rev with doxorubicin – second read-out of MRP resist rev, no call of its own (marks repeat the call); viability, %; measured here: viability with 2 uM doxorubicin; stronger effect = lower value
IL1B NFkB inh cell count 2 µM – also measured in IL1B NFkB inh; calls as there; cell count; measured here: cells passing quality filter;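 raw number of nuclei counted in each imaged well without normalization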
NFkB transloc pot cell count 2 µM – recorded beside NFkB transloc pot, whose call it bears; cell count; measured here: cells passing quality filter
The depositor's hits bear a star; ? = inconclusive; . = not tested or not shown. An excerpt (hit frequency here may not be typical).

SMILES	PLAP inhibitors HTS	MRP resist rev	MRP resist rev cytotoxicity	MRP resist rev with doxorubicin	NFkB transloc pot	NFkB transloc pot cell count 2 µM	IL1B NFkB inh	IL1B NFkB inh cell count 2 µM	Bcl-B displacement
CCOc1ccc(N2CC(C(=O)Nc3ccccc3F)CC2=O)cc1 (stereo not given)	15.5%	6.3	88.3	82.0	9.9	62	-9.9	62	10.6%
Cc1cccc(CSc2ncc(CO)n2C)c1	27.4%	.	.	.	9.9	164	-9.9	164	-1.9%
Cc1ccc(Nc2ncnc3sc(C)c(C)c23)cc1	.	1.1	70.1	69.0	-5.0	97	5.0	97	.
CCOC(=O)N1CCN(CCC(=O)c2ccc(Cl)cc2)CC1	-71.8%	-6.6	77.8	84.4	14.1	138	-14.1	138	-7.2%
CC1CN=C(N(C(=O)Nc2ccccc2)c2ccc(S(=O)(=O)N3CCOCC3)cc2)S1 (stereo not given)	11.4%	10.8	63.2	52.4	18.1	118	-18.1	118	-8.9%
O=c1oc2ccccc2n1CCc1ccccc1	-0.6%	-1.0	94.4	95.4	7.3	179	-7.3	179	-2.9%
CCOC(=O)c1ccc2c(c1)NC(=O)C(N1CCN(c3ccc(OC)cc3)CC1)S2 (stereo not given)	0.1%	-3.2	30.5	33.7	.	.	.	.	-4.5%
OCCNc1nc(N2CCN(Cc3ccccc3)CC2)nc2ccccc12	-48.3%	9.9	79.9	70.1	3.9	185	-3.9	185	5.8%
CCc1ccc(N2CC34C=CC(O3)C(C(=O)OC(C)C)C4C2=O)cc1 (stereo not given)	.	10.8	98.3	87.5	4.6	59	-4.6	59	.
Cc1ccc(S(=O)(=O)NC(=O)c2cccn2C)cc1	15.5%	13.2	102.5	89.4	-1.2	146	1.3	146	-5.2%
Cc1ccc(C)c(SCC(=O)OCC(=O)Nc2ccc(S(=O)(=O)N3CCOCC3)cc2)c1	6.7%	1.7	93.6	91.9	19.2	124	-19.2	124	-11.4%
CCC(C)(C)NC(=O)C(c1ccccc1F)N(Cc1ccco1)C(=O)c1csnn1 (stereo not given)	-13.3%	16.4	86.0	69.7	-7.0	91	7.0	91	-7.0%
O=C(COc1ccccc1)Nc1sc2c(c1C(=O)NCc1cccnc1)CCCC2	1.1%	.	.	.	14.2	132	-14.2	132	-6.3%
COc1cccc2c(=O)n(CC(=O)Nc3ccc(F)cc3F)ccc12	-0.2%	1.4	94.9	93.5	9.8	178	-9.8	178	-5.1%
CCOC(=O)COc1c(-c2ccc(OC)cc2)oc2ccccc2c1=O	.	11.4	94.2	82.8	6.5	153	-6.5	153	.
COC(=O)C1=C(C(=O)OC)SC2(S1)C(C(=O)OC)=C(C(=O)OC)SC1=C2c2cc(C)cc(C)c2NC1(C)C	-21.5%	-5.9	62.4	68.4	-9.8	61	9.8	61	-8.3%
Cc1oc(-c2ccccc2)cc1C(=O)Nc1ccc2ccccc2c1	-5.5%	-1.9	53.0	54.8	-1.9	149	1.9	149	9.1%
O=C(Cn1cnc2ccccc2c1=O)N(Cc1ccco1)c1ccc(O)cc1	6.6%	.	.	.	23.4	141	-23.4	141	5.6%
COCc1[nH]nc2c1C1(C(=O)Nc3ccc(F)cc31)C(C#N)=C(N)O2 (stereo not given)	-81.3%	-15.2	80.5	95.7	7.9	173	-7.9	173	-1.1%
COc1ccc(N=C2C(=Nc3ccc(OC)cc3)N(c3ccccc3)C(=S)N2C(=O)c2ccc(Cl)cc2)cc1	.	-10.6	58.9	69.4	-14.2	83	14.2	83	.
COC(=O)C(NC(C)=O)(Nc1ccc(Br)cc1)C(=O)OC	-19.0%	-3.3	81.8	85.1	6.6	116	-6.6	116	-4.7%
Cc1ccc(S(=O)(=O)NCC(=O)N(CC(=O)NC2CCCCC2)Cc2ccco2)cc1	-8.6%	15.0	102.7	87.7	15.6	116	-15.6	116	-4.6%
CCOC(=O)c1c(C)[nH]c(C(=O)OCC(=O)N2CCN(S(=O)(=O)c3ccccc3)CC2)c1C	-25.9%	11.0	80.3	69.3	-9.4	70	9.4	70	-4.7%
Cn1c(=O)[nH]c(=O)c2c1nc(N1CCCCC1)n2CCSc1nc2ccccc2o1	-10.8%	-12.0	49.8	61.9	-3.7	56	3.7	56	-0.3%
CC(C)CC(=O)NC(=S)Nc1ccccn1	-9.8%	.	.	.	-5.1	180	5.1	180	-1.9%
CC(C)n1c(N2CCN(CC(=O)NCc3cccs3)CC2)nc2ccccc21	-97.7%	-0.9	71.5	72.4	1.3	184	-1.3	184	11.5%
NS(=O)(=O)c1cccc(NC(=O)CSc2ccccn2)c1	10.0%	.	.	.	-2.5	124	2.5	124	-1.3%
Cc1cccc(C)c1NC(=O)/C(C#N)=C/c1cccs1	13.4%	11.8	96.9	85.1	-13.0	170	13.0	170	-9.2%
CC(=O)c1ccc(NC(=O)c2noc3c2CCCCC3)cc1	6.7%	-0.6	90.2	90.8	-5.8	138	5.8	138	-0.9%
CCOC(=O)C(NC(=O)CC)(Nc1ccc(S(=O)(=O)Nc2ncccn2)cc1)C(F)(F)F (stereo not given)	4.4%	3.8	93.9	90.1	-8.3	101	8.3	101	-11.9%
CCN(CC)c1ccc(NC(=O)CN2CCN(CC(=O)Nc3ccc(F)cc3)CC2)cc1	-19.6%	-1.8	91.0	92.8	.	.	.	.	3.2%
CCOC(=O)c1c(N)sc(C(=O)N2CCOCC2)c1C	.	2.6	86.2	83.6	1.1	76	-1.1	76	.
Cc1csc(-c2cnn(-c3ccccc3)c2NC(=O)c2ccccc2)n1	-61.9%	10.6	72.5	61.9	-4.5	92	4.5	92	3.4%
COc1ccc(C(=O)NC2CC3CCCC(C2)N3CC(C)C)cc1OC (stereo not given)	-11.6%	.	.	.	4.7	92	-4.7	92	-1.2%
CCn1c(C)c(C(C)=O)c(N2CCC(C(N)=O)CC2)nc1=S	11.1%	9.2	99.0	89.8	-13.8	173	13.9	173	-5.6%
CCN1CCN(C(c2cccnc2)c2cc(Cl)c3cccnc3c2O)CC1 (stereo not given)	-67.1%	11.4	102.1	90.7	.	.	.	.	-30.1%
CC(=O)Oc1cccc(N2C(=O)C3CC=CCC3C2=O)c1 (stereo not given)	19.0%	-15.4	71.9	87.3	29.6	16	-29.6	16	-4.1%
ON1C2CCCCC2N(O)C1c1ccccc1C(F)(F)F (stereo not given)	-6.1%	13.7	101.8	88.1	12.7	162	-12.7	162	-6.8%
COc1cccc(CNn2c(-c3cccc(C)c3)nc3ccccc3c2=O)c1	-74.1%	-5.8	69.7	75.5	-52.1	46	?	.	3.8%
CC(C)Cn1c(=O)[nH]c2ccccc21	3.4%	-12.0	91.1	103.0	6.2	139	-6.2	139	11.5%
CC1(C(=O)NC2CCCC2)CCC(=O)N1Cc1ccccc1Cl (stereo not given)	-69.2%	1.4	92.7	91.3	.	.	.	.	-0.5%
COc1ccc(OC)c(S(=O)(=O)N2c3cc(F)ccc3CCC2C)c1 (stereo not given)	-5.5%	3.8	81.1	77.2	-5.9	155	5.9	155	-6.2%
CC(C)CCNC(=O)CCNS(=O)(=O)c1ccc(Cl)cc1	.	5.3	100.0	94.7	-3.4	124	3.4	124	.
Cc1c(Cl)cccc1NC(=O)CC(C(=O)O)C1CCCO1 (stereo not given)	8.2%	0.1	104.1	103.9	11.9	116	-11.9	116	-1.8%
CCOC(=O)c1c(NC(=O)CSc2nnc(-c3ccc(C)cc3)o2)sc(C(C)=O)c1C	-86.0%	.	.	.	-1.1	161	1.1	161	-1.2%
O=C(Nc1ccc(NC(=O)C2CC2)nc1)c1ccco1	3.5%	3.6	94.8	91.2	-9.8	115	9.8	115	13.4%
Cc1cc(C)n(C(=O)CNC(=O)c2cccs2)n1	7.9%	4.2	96.8	92.5	27.6	147	-27.6	147	1.8%
Cc1nc2sccn2c(=O)c1Cl	-0.8%	.	.	.	8.3	133	-8.3	133	-8.4%
CC(C)CN(CCC(=O)O)CC(C)C	7.9%	-17.3	77.4	94.7	3.1	141	-3.1	141	2.0%
COc1ccc(N(CC(=O)NC(C)C)S(=O)(=O)c2ccc(NC(C)=O)cc2)cc1	-6.8%	.	.	.	-4.8	195	4.8	195	-6.9%
COc1ccc(C)cc1S(=O)(=O)Nc1cccc(SC)c1	22.1%	-1.4	83.0	84.4	22.8	156	-22.8	156	-6.8%
Cc1noc(C)c1COC(=O)CCC(=O)c1ccc(F)cc1	20.2%	5.5	98.1	92.6	12.5	99	-12.5	99	-17.2%
CCC1(CC)Nc2ccccc2C(=O)N1c1ccc(NC(C)=O)cc1	0.3%	19.4	92.6	73.2	16.9	163	-16.9	163	-2.1%
CCOc1ccc(Nc2ncnc3c2cnn3-c2ccccc2)cc1	3.5%	9.2	92.8	83.6	.	.	.	.	-0.5%
COc1cc(/C=N/n2cnnc2)ccc1OCc1ccc(C)cc1	-78.2%	1.6	76.5	74.9	25.8	147	-25.8	147	-5.4%
N#Cc1c(-c2ccccc2)nc2n(-c3ccccc3)nc(C(=O)Nc3ccccc3)n2c1=O	-14.2%	.	.	.	0.9	139	-0.9	139	-3.3%
C=CCn1c(SCc2nc3c(c(=O)[nH]c(=O)n3CCCC)n2CCC)nnc1-c1ccccc1	-56.6%	9.9	68.6	58.7	-11.6	206	11.6	206	3.7%
Cc1sc2nc(SCC(=O)c3cc(C)n(CC4CCCO4)c3C)n(C(C)C)c(=O)c2c1C (stereo not given)	-42.8%	16.7	48.8	32.1	.	.	.	.	-11.0%
COc1ccc(N2C(=O)CCC(C(=O)N3CCC(C(N)=O)CC3)C2c2ccc(F)cc2)cc1 (stereo not given)	-18.2%	14.9	100.5	85.6	31.7	103	-31.7	103	10.4%
N#Cc1ccc(-c2ccc(F)cc2)nc1Oc1ccc(F)cc1	-6.1%	.	.	.	16.8	144	-16.8	144	3.6%

(list continues)
SMILES	PLAP inhibitors HTS	MRP resist rev	MRP resist rev cytotoxicity	MRP resist rev with doxorubicin	NFkB transloc pot	NFkB transloc pot cell count 2 µM	IL1B NFkB inh	IL1B NFkB inh cell count 2 µM	Bcl-B displacement
COc1ccc(N(CC(O)CN2CCCCC2)S(=O)(=O)c2ccc(C)cc2)cc1 (stereo not given)	-41.5%	4.0	97.6	93.5	1.8	139	-1.8	139	-4.0%
CCOC(=O)Cc1csc(NC(=O)c2ccc3c(c2)OCO3)n1	12.6%	9.3	87.6	78.2	7.8	128	-7.8	128	11.0%
Cc1c(NS(C)(=O)=O)c(=O)n(-c2ccccc2)n1C	-2.8%	-1.2	100.4	101.7	.	.	.	.	-5.7%
COc1ccc(N/C(=N\c2nc(C)cc(C)n2)NC(=O)C(C)C)cc1OC	-35.6%	-11.6	69.9	81.5	19.3	102	-19.3	102	-2.1%
CC1CCN(S(=O)(=O)c2ccc(Br)s2)CC1	16.6%	-8.9	84.2	93.1	27.1	122	-27.1	122	-49.1%
CC(=O)c1c(C)[nH]c(C(=O)OCC(=O)N2CCN(S(=O)(=O)c3ccc(C)cc3C)CC2)c1C	-104.3%	.	.	.	-9.9	136	9.9	136	-14.9%

Ordered by value in NFkB transloc pot (smallest number first): five from the list above
structure | NFkB transloc pot
CC(=O)c1c(C)[nH]c(C(=O)OCC(=O)N2CCN(S(=O)(=O)c3ccc(C)cc3C)CC2)c1C | -9.9
COc1ccc(N(CC(O)CN2CCCCC2)S(=O)(=O)c2ccc(C)cc2)cc1 (stereo not given) | 1.8
CCOC(=O)Cc1csc(NC(=O)c2ccc3c(c2)OCO3)n1 | 7.8
COc1ccc(N/C(=N\c2nc(C)cc(C)n2)NC(=O)C(C)C)cc1OC | 19.3
CC1CCN(S(=O)(=O)c2ccc(Br)s2)CC1 | 27.1

3 structures out of the list, ordered by length of the SMILES, low to high.
SMILES	PLAP inhibitors HTS	MRP resist rev	MRP resist rev cytotoxicity	MRP resist rev with doxorubicin	NFkB transloc pot	NFkB transloc pot cell count 2 µM	IL1B NFkB inh	IL1B NFkB inh cell count 2 µM	Bcl-B displacement
CC1CCN(S(=O)(=O)c2ccc(Br)s2)CC1	16.6%	-8.9	84.2	93.1	27.1	122	-27.1	122	-49.1%
Cc1c(NS(C)(=O)=O)c(=O)n(-c2ccccc2)n1C	-2.8%	-1.2	100.4	101.7	.	.	.	.	-5.7%
CCOC(=O)Cc1csc(NC(=O)c2ccc3c(c2)OCO3)n1	12.6%	9.3	87.6	78.2	7.8	128	-7.8	128	11.0%
